MITF inh = inhibitors of human MITF; inhibition, % at 2.6 µM; AlphaScreen MITF homodimerization, bead proximity signal; O75030; 650,000 tested, 0.91% active; in the data active means inhibition above about 50%;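 further: 0% = vehicle wells with protein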
Target sequence (O75030 whole entry, looked up): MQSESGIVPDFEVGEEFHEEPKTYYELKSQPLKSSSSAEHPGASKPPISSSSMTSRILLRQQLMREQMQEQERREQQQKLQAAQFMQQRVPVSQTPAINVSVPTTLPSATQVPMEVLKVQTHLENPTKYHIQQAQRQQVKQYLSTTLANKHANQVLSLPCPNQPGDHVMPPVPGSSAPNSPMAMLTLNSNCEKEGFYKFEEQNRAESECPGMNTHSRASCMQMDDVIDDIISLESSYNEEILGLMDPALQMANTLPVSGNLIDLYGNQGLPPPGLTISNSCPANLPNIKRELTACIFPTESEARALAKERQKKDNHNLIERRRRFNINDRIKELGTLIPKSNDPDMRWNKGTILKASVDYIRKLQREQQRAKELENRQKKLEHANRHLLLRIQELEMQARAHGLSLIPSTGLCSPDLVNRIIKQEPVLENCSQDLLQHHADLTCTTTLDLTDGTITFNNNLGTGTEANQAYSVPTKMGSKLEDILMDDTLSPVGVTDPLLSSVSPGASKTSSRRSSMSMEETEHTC
GPR151 activ = activators of human GPR151. Q8TDV0. PathHunter beta-arrestin GPR151 cells, luminescence. activation, % at 11.2 µM. 650,000 tested, 1% active; in the data active means activation above about 4.9%;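 further: 0% = median of compound wells and 100% = cells with positive control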
Target sequence (Q8TDV0 whole entry, looked up): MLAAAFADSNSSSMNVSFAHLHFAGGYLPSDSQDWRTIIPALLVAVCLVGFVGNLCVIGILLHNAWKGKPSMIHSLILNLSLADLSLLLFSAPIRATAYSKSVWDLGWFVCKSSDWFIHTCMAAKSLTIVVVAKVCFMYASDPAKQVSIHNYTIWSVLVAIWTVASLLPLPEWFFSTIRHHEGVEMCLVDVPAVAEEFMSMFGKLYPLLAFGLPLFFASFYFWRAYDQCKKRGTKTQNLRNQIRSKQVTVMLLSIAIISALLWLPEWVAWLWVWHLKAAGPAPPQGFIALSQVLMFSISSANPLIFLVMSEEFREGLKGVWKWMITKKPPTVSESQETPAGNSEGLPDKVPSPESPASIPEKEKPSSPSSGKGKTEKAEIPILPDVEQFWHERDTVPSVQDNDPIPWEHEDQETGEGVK
FBW7 act = human FBW7 E3 ligase activation, primary screen. Q969H0. AlphaScreen FBW7–phospho-cyclin E peptide binding, activator screen. normalized activity (activation), % at 26.1 µM. 650,000 tested, 0.13% active. AID 1259310; in the data active means normalized activity above about 1.9%;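 further: purified mutant Fbw7 with reduced substrate affinity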
TEAD-YAP block = TEAD-YAP interaction inhibition; HEK-TIYL cells, TEAD-Gal4/YAP UAS-luciferase luminescence; inhibition, % at 9.12 µM; 640,000 tested, 1.4% active; in the data active means inhibition above about 32%;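 further: 0% = median of test compound wells and 100% = reference inhibitor wells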
* = called active by the depositor; & = joins results of further samples.

The line under a structure holds: MITF inh	GPR151 activ	FBW7 act	TEAD-YAP block
O=C(Nc1cc(Cl)ccc1N1CCOCC1)c1ccc([N+](=O)[O-])cc1
  -3	-0.4	0.0	-4
CCc1cc2c(N3CCOCC3)ncnc2s1
  -1	1.2	0.0	9
CS(=O)(=O)N(CC(=O)NC1CCCCCC1)c1ccccc1F
  7	0.0	-0.1	11
COc1ccc(NC(=O)Nc2ccccc2C(N)=O)c(OC)c1
  25	0.1	0.6	6
Cc1nc(NCCNC(=O)c2ccco2)c2c3c(sc2n1)CCCC3
  -1	0.7	-0.1	-9
CCOc1ccc(NC(=O)c2ccc(F)c(S(=O)(=O)NCc3ccc(OC)cc3)c2)cc1
  -3	0.8	-0.1	10
CC1CN(Cc2ccc(C(F)(F)F)cc2)CC(C)O1 (centres undefined)
  55*	-0.6	0.1	8
COc1ccc(COCC(O)CN2CCN(Cc3ccccc3)CC2)cc1OC (centres undefined)
  3	-0.5	0.1	-4
Cc1ccc2nc(C(F)(F)F)c(C(=O)Nc3ccccc3)n2c1
  7	2.0	0.1	10
O=C(CN1CCN(c2ccccc2Cl)CC1)Nc1ccc(Br)cc1
  -1	1.3	-0.1	-2
CC(C)NC(=O)C(=O)NCCc1c[nH]c2ccccc12
  9	1.3	-0.1	2
N#CC1=C(N)Oc2n[nH]c(-c3cccs3)c2C1c1ccccc1C(=O)O (centres undefined)
  4	-0.4	0.1	9
Fc1cccc(/C=N/Nc2ccc3ccccc3n2)c1
  10	-2.4	-0.1	-19
Cc1cccc(NCC(=O)N/N=C/c2ccccc2O)c1
  10	7.2*	0.4	1
O=C(c1ccccc1Cl)N1CCN2C(=O)[C@@H]3C[C@@H](O)CN3C(=O)[C@H]2C1
  -7	0.5	-0.2	-2
CCOC(=O)c1cccc(NC(=O)CCc2nc3cccnc3n2-c2ccccc2)c1
  -18	2.1	0.0	15
COc1c(C)cnc2c1c(=O)n(CC(=O)Nc1ccc3c(c1)OCCO3)c(=O)n2C
  1	0.9	-0.1	-6
Cn1c(Nc2cc(NC3CCN(Cc4ccccc4)CC3)nc(N)n2)nc2ccccc21
  13	-1.4	-0.2	-4
CCCCn1cc(NC(=O)[C@@H]2C[C@H](c3ccco3)NS(=O)(=O)N2C)cn1
  1	-0.5	0.1	-5
O=C(OC1CCCCC1=O)c1ccc(S(=O)(=O)N2CCOCC2)cc1 (centres undefined)
  11	-0.7	0.2	3
COc1ccc(NCc2ccc(N(C)C)cc2)cc1
  16	0.4	0.2	5
O=c1oc2ccc(Br)cc2cc1-c1nnc(-c2ccc(Br)cc2)o1
  -3	0.6	0.0	-7
O=C(/C=C/NCC(=O)c1ccccc1)c1ccc(Br)cc1
  15	0.1	1.1	4
O=C(c1cc2ccccc2oc1=O)N1CCN(CCO)CC1
  5	-0.6	0.8	6
CCN(CC)CCNC(=O)CCS(=O)(=O)Cc1ccc(C)cc1
  -3	0.9	0.1	-3
CCOC(=O)c1c(C)n2c3c(cccc13)N(CCN(CC)CC)C(=O)C2
  10	0.2	0.3	-9
CC(C)Cn1c(-c2ccc(F)cc2)n[nH]c1=S
  -18	-0.1	0.0	-8
O=C(NCc1ccc(F)cc1)c1cc(S(=O)(=O)N2CCCC2)c[nH]1
  -1	-1.1	-0.2	2
COc1ccc(NC(=O)C2C3C=CC4(O3)C2C(=O)N(CCc2ccc(OC)c(OC)c2)C4C(=O)NC2CCCCC2)cc1 (centres undefined)
  4	0.1	0.0	7
CCOC(=O)c1c(NC(=O)c2c(-c3ccccc3)noc2C)sc(C(=O)N(CC)CC)c1C
  -6	-1.2	0.0	-9
O=C(COC(=O)c1ccccc1[N+](=O)[O-])c1ccc(Cl)cc1
  8	2.7	-0.1	-11
Fc1cccc(NC(=S)NCc2cccs2)c1
  -5	0.4	-0.1	3
CCOc1ccc(S(=O)(=O)N(CC(=O)Nc2cccnc2)c2ccccc2)cc1
  3	1.2	0.0	-8
Cc1cc(OCC(C)C)ccc1/C(O)=C1/C(=O)C(=O)N(CCN(C)C)C1c1cccnc1 (centres undefined)
  -3	1.5	-0.1	4
CCOc1ccccc1N(CC(=O)NC(C)(C)C)S(=O)(=O)c1ccc(C)cc1
  10	-0.2	0.6	16
CCn1cc(C(=O)N2CCCC(CO)(Cc3ccccc3C)C2)cn1 (centres undefined)
  6	3.3	-0.1	-1
COc1ccc(-c2cc3ccc(OCC(C)=O)cc3oc2=O)cc1
  -7	-0.1	0.1	-70
Cc1cccc2nc(CSc3nc4ccccc4s3)cn12
  -3	2.2	-0.3	-18
Cc1nc2ccccc2c(=O)n1NCc1c(F)cccc1Cl
  -16	0.4	0.0	-10
COc1ccccc1NC(=O)c1oc2ccccc2c1C
  -2	0.0	0.1	-19
COc1cc(C(=O)NCc2c(-c3ccccc3)cc(-c3ccccc3)nc2SC)cc(OC)c1OC
  14	-0.2	0.6	1
COc1cccc(C(NC(=O)C2CCN(C(=O)c3ccoc3)CC2)c2ccccn2)c1 (centres undefined)
  -6	-0.3	1.6	-4
Cc1ccc(Cl)cc1N1CCN(C(=O)CSc2ncccn2)CC1
  12	0.4	0.2	9
Cc1c(C(=O)Nc2ccc(F)cc2)oc2ccccc12
  11	-2.0	-0.1	-36
O=C(CCC1CCCC1)Nc1ccc(OCC(=O)N2CCOCC2)cc1
  -3	-0.7	-0.1	-9
CCOc1ccccc1N=CC1=C(O)CC(C)(C)CC1=O
  1	0.0	-0.1	8
CCOC(=O)c1sc(N)c(C#N)c1CSc1nnc(C2CC2)n1N
  19	-0.2	0.5	3
O=C(CSCc1ccc(F)cc1)NCCc1ccccc1
  -1	-1.5	0.1	-10
COc1ccc(-c2csc(NC(=O)c3cc(C)on3)c2C#N)cc1OC
  4	-1.1	0.2	0
O=C(Nc1ccccc1)NC1(C(=O)N2CCN(C(=O)c3ccco3)CC2)CCCCC1
  -7	0.4	0.0	-4

Further records:
SMILES | MITF inh | GPR151 activ | FBW7 act | TEAD-YAP block
CCOC(=O)c1c(NC(=O)COc2ccc([N+](=O)[O-])cc2)sc2c1CCC(C)C2 (centres undefined) | 11 | -0.6 | 0.2 | 7
N#CC1=C(N)SC(N)=C(c2ccc([N+](=O)[O-])cc2)C1c1ccccc1Cl (centres undefined) | 12 | 1.3 | 0.1 | -9
O=C(Nc1ccccc1)N[C@H]1C[C@H]2C(=O)N[C@@H](COCc3ccccc3)C(=O)N2C1 | 5 | 0.9 | 0.1 | -22
Cc1cc(C(=O)NNC2=NCCC2)c(C)n1-c1ccc(F)cc1 | 8 | 2.9 | -0.1 | 3
COc1ccc2cc(C(N)=O)c(=Nc3ccc(C)cc3)oc2c1 | 1 | -0.7 | 0.0 | -23
OCc1ccccc1N=Cc1cccnc1 | 13 | 2.0 | -0.1 | 0
COCCCNC(=O)c1ccc(-n2nnc3ccccc3c2=O)cc1 | 5 | -0.4 | 0.0 | 6
O=C(Nc1ccc(C(=O)N2CCCC2)cc1)Nc1ccc(F)c(Cl)c1 | -5 | 2.3 | 0.3 | -14
CC1(C)CC(NC(=O)c2ccc(OC3CCN(CCc4ccccc4)CC3)cc2)CCO1 (centres undefined) | 0 | 3.8 | -0.1 | 1
CCOC(=O)Cn1c(-c2ccccn2)nc2ccccc21 | 1 | 3.1 | 0.1 | -7
O=c1[nH]c(CCl)nc2scc(-c3ccc(F)cc3)c12 | -7 | -0.2 | -0.1 | 11
COCCCNC(=O)C(=O)NCCc1ccccc1 | -3 | -0.3 | -0.1 | -14

4 of the compounds above, with each value named.
> CC(C)NC(=O)C(=O)NCCc1c[nH]c2ccccc12
  MITF inh = 9
  GPR151 activ = 1.3
  FBW7 act = -0.1
  TEAD-YAP block = 2
> N#CC1=C(N)Oc2n[nH]c(-c3cccs3)c2C1c1ccccc1C(=O)O (centres undefined)
  MITF inh = 4
  GPR151 activ = -0.4
  FBW7 act = 0.1
  TEAD-YAP block = 9
> Fc1cccc(/C=N/Nc2ccc3ccccc3n2)c1
  MITF inh = 10
  GPR151 activ = -2.4
  FBW7 act = -0.1
  TEAD-YAP block = -19
> Cc1cccc(NCC(=O)N/N=C/c2ccccc2O)c1
  MITF inh = 10
  GPR151 activ = 7.2*
  FBW7 act = 0.4
  TEAD-YAP block = 1

More records:
SMILES | MITF inh | GPR151 activ | FBW7 act | TEAD-YAP block
Cc1cc(C)cc(OCCOc2cccc(/C=C3\C(=N)N4N=C(C(F)(F)F)SC4=NC3=O)c2)c1 | -2 | 0.4 | 0.0 | -14
NS(=O)(=O)c1ccc(CCn2c(SCC(=O)c3ccccc3)nc3ccccc3c2=O)cc1 | -4 | -1.1 | 0.1 | -5
O=C(NCCN1CCOCC1)c1cccc(-n2ncc3cc(Nc4ccccc4)c(F)cc32)c1 | 6 | 3.4 | -0.3 | 5
Cc1cc(OCC(O)CN2CCN(Cc3ccc4c(c3)OCO4)CC2)cc(C)c1Cl (centres undefined) | 6 | -0.6 | 0.5 | 9
CC1CC(OCC(S)CN2CCN(c3ccc(F)cc3)CC2)CC(C)(C)C1 (centres undefined) | 6 | 1.5 | 0.0 | -2
CCCOc1ccc(/C=N/NC(C)=O)cc1 | 9 | -0.6 | 0.3 | -4
Cc1cc(C(F)F)c2c(C)nn(-c3ccccc3)c2n1 | 1 | -0.7 | 0.2 | 7
O=C(Cn1nnc2c(cnn2-c2ccc(F)cc2)c1=O)N1CCc2ccccc21 | 5 | 0.9 | -0.1 | -6
O=C(CSc1nnnn1C1CCCCC1)c1ccc(F)cc1 | 22 | -0.5 | 0.1 | -25
Cc1ccc(S(=O)(=O)C2(C(=O)Nc3nccs3)CC2)cc1 | -2 | -1.0 | 0.2 | 9
COC(=O)c1ccc2c(=O)n(CC3CCCO3)c(SCc3cc(=O)n4ccccc4n3)nc2c1 (centres undefined) | -6 | -0.1 | 0.1 | 2
CCn1cc(C(=O)C(F)(F)F)c2cccnc21 | 12 | 0.5 | 0.1 | 6
COc1cc2ncnc(Nc3ccc(F)c(Cl)c3)c2cc1OCCCN1CCOCC1 | 16&11 | -0.5&-0.7 | 0.1&0.1 | 8
CCOC(=O)C1CCCN(S(=O)(=O)c2cc(Br)cc3c2N(C(C)=O)CC3)C1 (centres undefined) | 5 | 1.2 | 0.1 | -2
CCOC(=O)C1=C(c2ccccc2)N=c2s/c(=C\c3cc(C)n(-c4ccc(C5CCCCC5)cc4)c3C)c(=O)n2C1c1cccs1 (centres undefined) | 9 | -0.3 | 0.2 | 9
c1ccc(Oc2ccc(Nc3nc(N4CCOCC4)nc4nc[nH]c34)cc2)cc1 | 10 | 1.4 | -0.1 | -4
COc1cccc(Nc2nc(-c3ccccc3)c3cc(C)ccc3n2)c1 | -16 | -0.1 | 0.3 | 4
CCN1CCN(CCOc2cccc(C(F)(F)F)c2)CC1 | 61* | -0.2 | -0.3 | 2
Cc1cccc(OCCCC(=O)Nc2ccccc2F)c1 | 17 | -0.8 | 0.4 | -5
CCOc1ccc2cc(-c3nnc(-c4cccc(OC)c4)o3)c(=O)oc2c1 | 4 | 1.1 | 0.2 | 16
O=C1NC(=Nc2ccccc2)/C(=C/c2ccco2)S1 | 25 | -2.8 | -0.3 | 0
CC(=O)Nc1ccc(NC(=O)Cc2ccc(OCc3c(C)noc3C)cc2)cc1 | 7 | 2.4 | 0.1 | -2
CCCCCC(=O)N(CN1C(=O)c2ccccc2C1=O)c1ccc(C)c(Cl)c1 | 3 | -0.4 | 0.2 | 17
CC(C)(C)NCCn1c(-c2ccc(Br)cc2)cn2c3ccccc3nc12 | 16 | -1.0 | 1.1 | 4

The last seven entries of the part before come first, to join the parts.
SMILES | MITF inh | GPR151 activ | FBW7 act | TEAD-YAP block
CCN1CCN(CCOc2cccc(C(F)(F)F)c2)CC1 | 61* | -0.2 | -0.3 | 2
Cc1cccc(OCCCC(=O)Nc2ccccc2F)c1 | 17 | -0.8 | 0.4 | -5
CCOc1ccc2cc(-c3nnc(-c4cccc(OC)c4)o3)c(=O)oc2c1 | 4 | 1.1 | 0.2 | 16
O=C1NC(=Nc2ccccc2)/C(=C/c2ccco2)S1 | 25 | -2.8 | -0.3 | 0
CC(=O)Nc1ccc(NC(=O)Cc2ccc(OCc3c(C)noc3C)cc2)cc1 | 7 | 2.4 | 0.1 | -2
CCCCCC(=O)N(CN1C(=O)c2ccccc2C1=O)c1ccc(C)c(Cl)c1 | 3 | -0.4 | 0.2 | 17
CC(C)(C)NCCn1c(-c2ccc(Br)cc2)cn2c3ccccc3nc12 | 16 | -1.0 | 1.1 | 4
COc1cccc(NC(=O)CN(Cc2ccccc2)S(=O)(=O)c2ccc(Br)cc2)c1 | 10 | 1.0 | 0.2 | 0
Oc1ccc(N2CCN(c3nnnn3-c3ccccc3)CC2)cc1 | 3 | 2.6 | 0.7 | -14
Cc1cc(C(=O)Nc2ccc(Cl)cc2)on1 | 2 | -0.1 | 0.0 | -19
COc1cc(-c2nc3c(cnn3-c3ccccc3)c(=O)[nH]2)cc(OC)c1OC | -3 | 1.1 | 0.0 | 8
Cc1cccc(-n2nc3c(c2NC(=O)CCC2CCCCC2)CS(=O)(=O)C3)c1C | 3 | 5.2* | 0.0 | 5
O=C(CSc1nnc(NC(=O)Cc2ccccc2)s1)Nc1ccc2c(c1)OCCO2 | 12 | 1.5 | 0.0 | 13
COc1ccc(Cl)c2sc(N3CCN(C(=O)c4ccc5c(c4)OCCO5)CC3)nc12 | 27 | -0.6 | 0.2 | 1
CN1CCN(c2ccc3nnc(CCC(=O)Nc4ccc5c(c4)OCO5)n3n2)CC1 | -2 | -0.1 | 0.1 | -7
Cc1ccc(-n2c(SCC(=O)Nc3nccs3)nnc2-c2cccnc2)cc1C | 24 | -0.9 | -0.1 | 1
N#CCc1ccc(NC(=O)c2ccccc2Cl)cc1 | -3 | 0.2 | 0.0 | -16
COc1cccc(CN(C)CC(=O)Nc2ccc(C(C)=O)cc2)c1 | 1 | 3.0 | 0.1 | 9

Screens deposited in PubChem by The Scripps Research Institute Molecular Screening Center.

Outcome played no part in choosing rows; about 3.5% have a hit in one of these screens.
